Screens from PubChem BioAssay.
CHO-K1 Ca PAM = nonselective activator or artifact in parental CHO-K1 calcium assay; AID 602247; ATP EC20, Fluo-8 calcium fluorescence; 0% at ATP EC20, 100% at ATP max; actives 0.02% (n = 360,000); activation, % at 3 µM;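 active = activation above the run cutoff, the mean activation of all test compounds plus 3 SD, cut at about 40% in these data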;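 also: peak over basal fluorescence ratio in a 140 s read after ATP addition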
OXTR potentiate = human OXTR potentiation | P30559 | CHO-OTR cells, Fluo-8 calcium fluorescence, potentiator mode; 0% = oxytocin EC15, 100% = EC100 | activation, % at 3 µM | actives 0.061% (n = 320,000);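 active = activation above that plate's cutoff, the mean activation of tested compounds plus 3 SD, cut at about 6.6% in these data, passing the limit was not always enough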;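 also: 100% uses oxytocin at 75 nM as the full agonist control; some results filed as inactive read as strong as hits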
Target sequence (P30559 whole entry, looked up): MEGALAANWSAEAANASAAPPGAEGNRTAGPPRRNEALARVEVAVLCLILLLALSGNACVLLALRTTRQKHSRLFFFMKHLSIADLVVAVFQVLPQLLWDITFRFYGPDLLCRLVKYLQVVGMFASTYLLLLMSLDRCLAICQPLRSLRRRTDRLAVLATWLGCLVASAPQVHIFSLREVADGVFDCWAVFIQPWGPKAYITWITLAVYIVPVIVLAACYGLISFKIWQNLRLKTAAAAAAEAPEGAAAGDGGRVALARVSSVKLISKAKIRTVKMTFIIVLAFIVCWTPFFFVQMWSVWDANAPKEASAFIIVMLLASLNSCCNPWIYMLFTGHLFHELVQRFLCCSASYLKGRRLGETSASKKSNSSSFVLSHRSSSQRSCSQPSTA
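Assay system: CHO cell line stably expressing human OTR | Also added: Oxytocin at about EC15, sub-maximal agonist stimulus | Times: Compound 6 min at room temperature before oxytocin, 100 s read | Measured by: Fluo-8 intracellular calcium fluorescence, ex 470-495, em 515-575 nm | Controls: EC15 oxytocin alone as 0%, 75 nM oxytocin as 100%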
CHO-K1 Ca antag = counter-screen for M1 antagonists: effect in parental CHO-K1 cells. actives 0.6% (n = 360,000). inhibition, % at 3 µM. ATP-induced calcium, Fluo-8 fluorescence;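 active = inhibition above a per-plate cutoff, the plate's mean sample inhibition plus 3 SD, cut at about 24% in these data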;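 also: 0% = DMSO plus EC80 ATP and 100% = DMSO alone without ATP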
OXTR ag = agonists of human oxytocin receptor. AID 2435. activation, % at 3 µM. P30559. actives 0.32% (n = 320,000). CHO-OTR cells, Fluo-8 calcium fluorescence; normalized: DMSO 0%, oxytocin 100%;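 active = activation above the mean of all tested compounds plus 3 SD, cutoff set per screening run, cut at about 20% in these data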;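 also: peak over basal fluorescence ratio from a 100 s FLIPR kinetic read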
CHO-K1 Ca ag = M1 agonist counterscreen hit in parental CHO-K1 cells. Fluo-8 calcium fluorescence; scaled to maximal ATP response, vehicle zero. activation, % at 3 µM. actives 0.48% (n = 360,000); in the data active = activation above about 15%;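 also: untransfected CHO-K1 host cells lacking M1 receptor as counterscreen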
TAAR1 antagonist = human TAAR1 antagonism | AID 624466 | actives 1.5% (n = 360,000) | inhibition, % at 3 µM | CHO RD-HGA16 TAAR1, Fluo-8 calcium fluorescence, antagonist | Q96RJ0;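 active = inhibition above a per-plate cutoff, the mean inhibition of test compounds on that plate plus 3 SD, cut at about 49% in these data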;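 also: 0% = DMSO plus EC80 beta-PEA response and 100% = DMSO alone without agonist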
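Test system – hTAAR1-expressing CHO RD-HGA16 cells, Gα16-coupled · Also added – β-PEA at EC80 concentration, post-compound challenge · Compound – 3 µM, single point · Incubation – dye loading 75 min at 37 °C, then 30 min room temperature · Measured by – Fluo-8 intracellular calcium dye fluorescence, real-time kinetic reads · Benchmarks – vehicle and agonist controls · Replicates – singlicate, one well per test compound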
CHO parental Ca = counter-screen for OX1R antagonists: effect in parental CHO cells; parental CHO-K1, ATP-induced calcium, Fluo-8 fluorescence; inhibition, % at 5.6 µM; actives 0.63% (n = 330,000);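 active = inhibition above that plate's mean sample inhibition plus 3 SD, cut at about 26% in these data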;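 also: 0% = ATP-challenged DMSO wells and 100% = DMSO wells without ATP; some compounds past the cut are filed as inactive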
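test system = CHO parental line | reagent = ATP stimulus | measured by = intracellular calcium via Fluo-8 no-wash fluorescent dye | control set = ATP and no-ATP DMSO wells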
GPR7 antagonist = blocks human GPR7 receptor signaling. P48145. GPR7-expressing cells, fluorescence antagonist assay. inhibition, % at 4.4 µM. actives 1.1% (n = 290,000); in the data active = inhibition above about 16%, passing the limit was not always enough;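 also: cells stimulated with the agonist NPW; 0% = agonist with vehicle and 100% = vehicle without agonist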
V1R ag counter = counter-screen for oxytocin receptor agonists: human V1a receptor agonists; AID 2797; CHO-V1R cells, Fluo-8 calcium fluorescence, agonist mode; 0% DMSO, 100% 3 nM vasopressin; actives 0.25% (n = 320,000); P37288; activation, % at 3 µM;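 active = activation above the mean activation of all tested compounds plus 3 SD, per screening run, cut at about 20% in these data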;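 also: signal is peak over basal fluorescence ratio across a 100 second FLIPR read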
Target sequence (P37288 whole entry, looked up): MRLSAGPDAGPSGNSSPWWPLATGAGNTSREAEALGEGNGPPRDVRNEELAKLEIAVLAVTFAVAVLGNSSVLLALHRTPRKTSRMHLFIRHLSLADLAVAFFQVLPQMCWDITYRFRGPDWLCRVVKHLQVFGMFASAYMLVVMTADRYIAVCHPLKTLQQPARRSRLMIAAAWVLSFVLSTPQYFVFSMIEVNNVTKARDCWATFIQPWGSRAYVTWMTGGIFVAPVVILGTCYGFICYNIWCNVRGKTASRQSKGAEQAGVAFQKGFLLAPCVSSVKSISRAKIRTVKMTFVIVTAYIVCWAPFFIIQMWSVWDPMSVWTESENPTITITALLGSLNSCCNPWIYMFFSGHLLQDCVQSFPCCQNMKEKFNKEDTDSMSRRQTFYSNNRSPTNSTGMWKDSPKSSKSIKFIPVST
* marks the source's active call; other numbers are inactive results; nt = no result given; & = joins results of further samples.

SMILES	CHO-K1 Ca PAM	OXTR potentiate	CHO-K1 Ca antag	OXTR ag	CHO-K1 Ca ag	TAAR1 antagonist	CHO parental Ca	GPR7 antagonist	V1R ag counter
Cc1cccc2cc(CN(CCN3CCOCC3)C(=O)Nc3ccccc3F)c(=O)[nH]c12	-14	-9	30*	-0.6	0.7	-5	-7	-11	-0.7
CC1=CCC2C(=O)N(c3ccccc3OC(=O)c3ccccc3F)C(=O)C2C1 (stereo unspecified)	23	-3	-12	-1.0	1.0	-21	-13	-7	1.0
CCOC(=O)CNC(=O)CSc1nnnn1-c1ccc(C)c(C)c1	13	0	-1	-1.8	-0.2	-8	-10	-3	1.2
Cc1ccc(OC(=O)c2ccc(C)c(C)c2)cn1	5	-14	-8	-0.1	1.1	-10	-22	10	1.2
NCCCCCC(=O)Nc1ccncc1	21	-2	-12	0.8	0.3	6	-10	-6	-0.9
Cc1ccc(C)c(NC(=O)CCN2CCc3ccccc3C2)c1	-11	2	-5	0.8	-0.1	-19	-24	6	-0.4
CSCCC(NS(=O)(=O)c1ccc(C)cc1)C(=O)NC1CCCCCC1 (stereo unspecified)	12	-4	-12	-1.9	0.0	-17	-32	nt	-1.7
COc1ccc(C(C)(C)C)cc1NC(=O)CCN1C(=O)NC(C)(C)C1=O	14	-7	-15	0.7	0.5	-9	-20	nt	-0.7
Cc1cc(C)c(S(=O)(=O)N2CCN(C(=O)c3cc(=O)[nH]c4ccccc34)CC2)c(C)c1	-18	-9	3	0.8	5.5	52*	-18	nt	6.0
C/C(=C\C(=O)c1cccnc1)Nc1ccc(C(=O)O)cc1	19	-7	-7	4.7	0.3	-15	5	-6	0.3
CCCCOCCCNC(=O)c1cccs1	-13	0	-9	0.2	0.2	-3	-9	-10	-0.2
Cc1cc(C)n(C(=O)CCCCCCCC(=O)n2nc(C)cc2C)n1	14	1	-10	0.2	0.2	2	-4	1	-0.1
Fc1ccc(Nc2nc(N3CCOCC3)nc(N3CCOCC3)n2)cc1Cl	22	1	3	-0.7	-0.1	-43	-6	-9	-0.7
Nc1c2c(nc3ccc(Br)cc13)N(C1CCCCC1)CC2	nt	-5	nt	-1.9	nt	nt	-10	5	-0.4
COc1ccccc1NC(=O)Nc1nc(C(N)CC(C)C)cs1 (stereo unspecified)	10	nt	-14	nt	1.2	-13	nt	nt	nt
COc1ccccc1NC(=S)N1CCN(c2ccccn2)CC1	-9	-2	12	0.1	-0.2	-12	-9	-7	0.3
COc1cc(NC(=O)C2=C(C)OCCS2)c(Cl)cc1C(=O)NCCN(C)C	4	-11	12	0.2	-0.2	1	-6	-9	0.5
COc1ccc(N(CC(O)Cn2cnc3ccccc32)S(=O)(=O)c2ccc(C)cc2)cc1 (stereo unspecified)	19	-7	-7	0.0	0.5	7	-15	-10	0.3
c1ccc2c3n(nc2c1)CCCO3	10	2	-3	0.4	1.0	2	-8	nt	0.1
Cn1cc(Br)c(C(=O)NN2C(=O)C3C(C2=O)C2C=CC3C23CC3)n1 (stereo unspecified)	7	7	0	-0.4	6.4	-6	-4	-2	-1.1
CCN(CC(=O)Nc1ccccc1C(F)(F)F)C(=O)C1CCC1	11	7	4	-0.4	8.0	-21	-14	nt	0.0
CCc1ccc(CCC(=O)Nc2ccc(S(N)(=O)=O)cc2)o1	-8	0	11	0.2	0.8	8	1	-9	0.8
O=C(O)c1cccc(N2C(=O)c3ccc4c5c(ccc(c35)C2=O)C(=O)N(c2cccc(C(=O)O)c2)C4=O)c1	22	-13	-21	0.3	1.1	-4	14	2	0.7
CC1CCC(NC(=O)C2CC(=O)N(c3ccc4c(c3)OCCO4)C2)CC1 (stereo unspecified)	7	2	0	-0.7	0.1	-18	-7	6	0.6
N#CCCN(Cc1cccnc1)S(=O)(=O)c1ccc2ccccc2c1	1	-3	-8	-1.2	1.8	12	-7	nt	2.2
COc1ccc(CNC(=O)Cn2ncn3c(cc4ccccc43)c2=O)cc1	11	-3	-12	-0.5	1.1	-9	-13	-12	-0.7
CCOC(=O)C1CCCN(c2ncnc3c2cnn3-c2cccc(C)c2)C1 (stereo unspecified)	-10	-4	-8	-1.2	1.6	37	-25	-11	-0.7
Cc1cccc(N2C(=O)C3CCCN3C2=S)c1 (stereo unspecified)	-3	-7	-7	0.1	-0.3	4	-8	1	0.2
N#Cc1nnn(-c2ccc(Cl)cc2)c1N	14	1	-11	0.4	0.8	nt	4	-12&-8	0.4
CS(=O)(=O)N1CCN(C2CCN(Cc3ccccc3)CC2)CC1	11	-5	1	4.7	0.1	1	-9	-16	0.7
CC(C)OC(=O)CCC1(C(=O)O)CCC(=O)NC1 (stereo unspecified)	-18	4	1	0.8	0.0	-14	-5	-15	0.5
COc1ccc(-n2nnnc2SC(C)C(N)=O)cc1 (stereo unspecified)	11	-9	-21	2.4	1.2	-6	11	-8	0.3
CCOC(=O)C(C)c1nc2ccccc2[nH]c1=O (stereo unspecified)	5	0	-13	0.1	0.3	-22	5	-4	0.7
CN1CCC(=C2c3ccccc3C(O)c3ccccc32)CC1 (stereo unspecified)	9	-13	-10	2.3	0.1	4	-5	3	1.5
CN(CCCNC(=O)C1CCN(S(=O)(=O)c2cccc3nsnc23)CC1)Cc1ccccc1	8	-2	4	0.1	0.0	-1	-12	-15	-0.4
O=C(COc1ccc(Cl)cc1Cl)NN=C1CCCCC1	12	0	-7	0.1	0.4	0	-6	-2	0.0
COc1cc(OC)cc(-c2noc(-c3csc([C@@H]4O[C@H](CO)[C@H](O)[C@H](O)[C@H]4O)n3)n2)c1	7	nt	-1	nt	0.1	12	nt	nt	nt
O=C(Cn1c(=O)oc2ccccc21)NC(=O)NCc1ccccc1	13	-31	-9	7.0	0.8	8	-24	-1	8.2
CN(CC1CCCN(CCc2cccc(C(F)(F)F)c2)C1)C(=O)c1ccco1 (stereo unspecified)	10	-3	-4	-1.4	-0.3	-24	-24	-3	0.0
CC1(C(=O)Nc2cccc(C#N)c2)CCN1C(=O)C/C=C/c1ccccc1 (stereo unspecified)	12	nt	-19	nt	2.4	-9	nt	nt	nt
O=c1[nH]c(=S)[nH]c2c1C(c1ccc(F)cc1)OC(CCc1ccccc1)C2 (stereo unspecified)	22	nt	-15	nt	4.4	14	nt	nt	nt
NC(=O)CC(NC(=O)c1ccc(Br)cc1)c1ccc(N2CCN(c3ccc(F)cc3)CC2)c([N+](=O)[O-])c1 (stereo unspecified)	13	-9	-10	-0.2	0.3	10	-2	nt	-0.6
CC(c1ccccc1)C1CC(=O)N(c2ccc([N+](=O)[O-])cc2)C1=O (stereo unspecified)	12	4	0	-0.6	1.2	4	-10	-20	-0.3
Cc1ccn2c(C(=O)CSc3ccc(Cl)cc3)c(C)nc2c1	-9	-19	-7	2.8	0.3	10	-2	0	1.7
Cc1cccc(OCC(O)CNC(=O)c2ccccc2C(=O)O)c1 (stereo unspecified)	14	-7	-1	0.5	1.4	1	-10	12	0.2
CCOc1ccc(S(=O)(=O)NCCC(=O)NCC(c2cccs2)N(C)C)cc1 (stereo unspecified)	-19	-9	4	-1.6	0.7	-10	7	nt	-0.7
CCCCN1CNC(=S)N(c2ccc(C(=O)OCC)cc2)C1	-1	-4	20	0.9	0.1	4	8	-6	1.8
O=C(CCNC(=O)c1ccc(Br)cc1)NNC(=O)c1ccccc1O	-10	2	6	0.0	0.8	-9	-12	nt	-1.1

Record cards (already shown). Order of screens: CHO-K1 Ca PAM | OXTR potentiate | CHO-K1 Ca antag | OXTR ag | CHO-K1 Ca ag | TAAR1 antagonist | CHO parental Ca | GPR7 antagonist | V1R ag counter
Record of `CCOc1ccc(S(=O)(=O)NCCC(=O)NCC(c2cccs2)N(C)C)cc1` (stereo unspecified) : -19 | -9 | 4 | -1.6 | 0.7 | -10 | 7 | nt | -0.7
Record of `Cc1cccc(OCC(O)CNC(=O)c2ccccc2C(=O)O)c1` (stereo unspecified) : 14 | -7 | -1 | 0.5 | 1.4 | 1 | -10 | 12 | 0.2

At a glance, some entries already given.
SMILES	CHO-K1 Ca PAM	OXTR potentiate	CHO-K1 Ca antag	OXTR ag	CHO-K1 Ca ag	TAAR1 antagonist	CHO parental Ca	GPR7 antagonist	V1R ag counter
COc1cc(OC)cc(-c2noc(-c3csc([C@@H]4O[C@H](CO)[C@H](O)[C@H](O)[C@H]4O)n3)n2)c1	7	nt	-1	nt	0.1	12	nt	nt	nt
O=C(Cn1c(=O)oc2ccccc21)NC(=O)NCc1ccccc1	13	-31	-9	7.0	0.8	8	-24	-1	8.2
CN(CC1CCCN(CCc2cccc(C(F)(F)F)c2)C1)C(=O)c1ccco1 (stereo unspecified)	10	-3	-4	-1.4	-0.3	-24	-24	-3	0.0
CC1(C(=O)Nc2cccc(C#N)c2)CCN1C(=O)C/C=C/c1ccccc1 (stereo unspecified)	12	nt	-19	nt	2.4	-9	nt	nt	nt
O=c1[nH]c(=S)[nH]c2c1C(c1ccc(F)cc1)OC(CCc1ccccc1)C2 (stereo unspecified)	22	nt	-15	nt	4.4	14	nt	nt	nt
NC(=O)CC(NC(=O)c1ccc(Br)cc1)c1ccc(N2CCN(c3ccc(F)cc3)CC2)c([N+](=O)[O-])c1 (stereo unspecified)	13	-9	-10	-0.2	0.3	10	-2	nt	-0.6
CC(c1ccccc1)C1CC(=O)N(c2ccc([N+](=O)[O-])cc2)C1=O (stereo unspecified)	12	4	0	-0.6	1.2	4	-10	-20	-0.3
Cc1ccn2c(C(=O)CSc3ccc(Cl)cc3)c(C)nc2c1	-9	-19	-7	2.8	0.3	10	-2	0	1.7
Cc1cccc(OCC(O)CNC(=O)c2ccccc2C(=O)O)c1 (stereo unspecified)	14	-7	-1	0.5	1.4	1	-10	12	0.2

Continuation.
SMILES	CHO-K1 Ca PAM	OXTR potentiate	CHO-K1 Ca antag	OXTR ag	CHO-K1 Ca ag	TAAR1 antagonist	CHO parental Ca	GPR7 antagonist	V1R ag counter
COc1cc2c(C(=O)NC3CCCCCC3)cn(C)c(=O)c2cc1OC	15	-10	3	-0.6	6.0	3	-14	-6	-0.6
CCN(CC(=O)Nc1cc(Cl)ccc1C)C(=O)COc1cccc2c1OC(C)(C)C2	12	-6	-5	0.4	4.4	-14	-15	7	6.4
O=c1c2cc(N3CCOCC3)ccc2[nH]c(=S)n1CCCN1CCCCC1	7	0	-8	1.0	-0.6	-8	8	-17	-0.5
CSCC[C@H](NS(=O)(=O)c1ccc(C)cc1)C(=O)N1CCC(C(=O)N[C@@H](Cc2ccccc2)C(=O)O)CC1	2	-4	2	-0.9	0.3	-8	-14	-1	-0.9
CC(=O)Nc1cccc(C(=O)OCC(=O)c2ccc3c(c2)OCO3)c1	4	-10	-9	2.4	3.6	-5	-3	nt	1.2
COc1cccc(OCCNC(=O)c2cccc(OC)c2)c1	23	-5	-16	-0.3	0.5	4	-22	3	-0.3
O=C(CSc1ccc2nnc(-c3ccccn3)n2n1)NCc1ccco1	16	-1	-10	0.7	0.2	-18	-3	-3	-0.4
